Screening results from PubChem.
Akt phos inh: inhibitors of Akt phosphorylation | Neuro2A IGF-stimulated pAkt S473 HTRF, 20 min; hits give low values | activity change, % for hits at 50 µM | 0.32% of 360,000 active | AID 651550; in the data active = activity change below about -80%; inconclusive = mostly about -51% to -80%; also: % is scaled to controls: 0 for no effect and ±100 for the full control effect
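Neuro2A cells in DMEM with 0.5% FBS, overnight at 37 deg C, given compound at single 50 µM final, then IGF (6 nM final) for 20 min at 37 deg C. Lysed; phospho-Akt Ser473 by HTRF after 24 h, 665/615 ratio.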
MmCpn inh: inhibitors of Methanococcus maripaludis chaperonin (MmCpn). purified Mm-Cpn ATPase, ADP Transcreener TR-FRET. Potency, µM (top dose mostly 76.9 µM), for inactives: at the top dose activity, negative = inhibition, hits mostly inhibitors. 0.031% of 330,000 active. AID 504842; also: potency is read from the fitted curve at half-maximal effect; % is scaled to controls: 0 for no effect and ±100 for the full control effect; nearly all actives have a fitted effect of over 80% in size
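Purified archaeal chaperonin (25 nM final) was preincubated with compound for 10 min at 37°C, then ATP (10 uM final) was added for 30 min at 37°C in Tris pH 7.4/KCl/MgCl2/DTT buffer. ADP was quantified by HTRF Transcreener TR-FRET.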
Nrf2 block: inhibitors of Nrf2 signaling; A549 ARE-Fluc reporter, luciferase luminescence, 18-24 h; 2.1% of 360,000 active; AID 504444; Potency, µM (highest dose often 46 µM), for the others: at the top dose activity change, negative = inhibition, usual class: inhibitors; also: potency is read from the fitted curve at half-maximal effect; % is scaled to controls: 0 for no effect and ±100 for the full control effect; nearly all actives have a fitted effect of over 60% in size
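Nrf2 function is reported as luminescence of an ARE-controlled luciferase in A549 cells. Compounds were tested at several concentrations, and a CellTiter-Fluor read on the same wells flagged cytotoxicity.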
A549 viability: A549 cytotoxicity, counter-screen for Nrf2 inhibitors; A549 ARE-Fluc cells, CellTiter-Fluor viability, 18-24 h; Potency, µM (doses to about 46 µM), inactives show at the top dose activity change, negative = cytotoxicity, actives largely listed as inhibitors; 0.16% of 390,000 active; also: potency is read from the fitted curve at half-maximal effect; % is scaled to controls: 0 for no effect and ±100 for the full control effect
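Cytotoxicity counterscreen: CellTiter-Fluor fluorescence was measured in A549 ARE_Fluc cells after 18-24 h of compound exposure in a concentration series. The subsequent BugLite luminescent read reports ARE-luciferase activity.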
CCT chaperon mod: cytosolic chaperonin activity modulation. AID 651819. 0.3% of 360,000 active. activity change, % (concentration not given with the values), hits read low. purified chaperonin ATPase assay, HTRF ADP detection, 30 min; in the data active = activity change below about -30%; also: % is scaled to controls: 0 for no effect and ±100 for the full control effect
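First, chaperonin was dispensed at 40 nM or 20 nM final depending on batch activity. Next, compounds were pinned at 76 uM and ATP added at 10 uM. After 30 min at 37 °C, ADP detection reagents ran 30 min at ambient temperature.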
HepG2 viability: HepG2 cytotoxicity, counter-screen for TGF-b inhibitors; AID 588856; HepG2 CAGA-GFP viability, ATP luminescence, 18 h; 0.76% of 410,000 active; Potency, µM (top dose mostly 46.1 µM), for the others: at the highest dose activity change, negative = cytotoxicity, most hits filed as cytotoxic; also: potency is read from the fitted curve at half-maximal effect; some results filed as inactive show a strong effect at the top dose
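CellTiter-Glo luminescence gave cytotoxicity after 18 hours at 37 degrees C. The cells were HepG2 CAGA-GFP in 1% FBS DMEM, stimulated with 500 pg/mL TGF-beta after compound addition. %Activity was normalised to no-cell wells (complete cell-killing) and DMSO (no toxicity), and curves were fitted and classified.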
ATXN viability: viability counter-screen for ATXN expression inhibitors; Potency, µM (top dose mostly 56.7 µM), usual class: cytotoxic; S2 cells (HEK-293 line with an ATXN2-luciferase reporter) viability, CellTiter-Fluor protease fluorescence, 24 h; 0.49% of 400,000 active; also: potency is read from the fitted curve at half-maximal effect; nearly all actives have a fitted effect of over 40% in size
Nrf2 ARE act: activates Nrf2 signaling | Potency, µM (doses to about 46.1 µM), inactives show at the top dose activation, hits mostly activators | AREc32 ARE-luciferase reporter (MCF7-derived line), luminescence, 24 h | 0.31% of 410,000 active; also: potency is read from the fitted curve at half-maximal effect; % of control where 0% means no effect; nearly all actives have a fitted effect of over 65% in size
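AREc32 cells carrying an ARE-driven firefly luciferase reporter were seeded at 1000 cells/well in OPTI-MEM with 5% FBS, then exposed to compound for 24 hr at 37 deg C. Luminescence was read with Steady-Glo after 30 min at RT.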
TGFb inhibitor: TGF-b pathway inhibition. HepG2 CAGA-GFP TGF-b/SMAD3 reporter, GFP fluorescence, 18 h; TGF-beta stimulated, 500 pg/mL final. Potency, µM (titrated, usually from 46.1 µM), inactives show top-dose activity, negative = inhibition, actives largely listed as inhibitors. 1.2% of 410,000 active. AID 588855; also: potency is read from the fitted curve at half-maximal effect; % is scaled to controls: 0 for no effect and ±100 for the full control effect; nearly all actives have a fitted effect of over 65% in size
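Inhibition of TGF-beta-driven CAGA-GFP reporter expression in HEPG2 cells is measured by cellular GFP fluorescence after 18 h stimulation with 500 pg/mL recombinant TGF-beta in 1% FBS medium at 37 degrees C.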
The depositor's hits bear a star; i = inactive; ? = inconclusive; / = not tested or not shown; & = joins results of further samples; [ ] = another dose, or the depositor's remark. Unless noted, calls follow the shape of the dose curve; as a rule, active = well fitted curve in the direction sought with a large enough effect; inconclusive = small, poorly fitted or top-dose-only effect, or another doubt; inactive = no such curve, though single readings can be large; an effect the other way counts as inactive or inconclusive. Rows are unselected; any-hit rate near 4.4%.

item	compound	Nrf2 ARE act	Akt phos inh	ATXN viability	HepG2 viability	Nrf2 block	CCT chaperon mod	TGFb inhibitor	A549 viability	MmCpn inh
1	Cc1cc([N+](=O)[O-])nn1CC(=O)Nc1cnc2ccccc2c1	0.5%	i	i	-13%	3%	2.0	6%	-12%	1%
2	Cc1ccc(-c2csc(N3CCC(NS(=O)(=O)c4ccc5c(c4)OCCO5)CC3)n2)cc1	6.5%	i	i	-22%	15µM*	0.1	-14%	?	-3%
3	Cn1ncc2c(NCc3cccc(Cl)c3)ncnc21	2.8%	/	i	-4%	/	/	14%	12%	/
4	O=C(CN1C(=O)NC2(CCCCCC2)C1=O)N1CCC(Cc2ccccc2)CC1	0.4%	i	i	-41%	-30%	-0.2	3%	9%	3%
5	C[C@H](NC(=O)c1nc[nH]c1C(=O)NC1CCN(C(=O)OC(C)(C)C)CC1)C(=O)OCc1ccccc1	0.2%	i	?	1%	-3%	0.7	-12%	1%	/
6	CC1CCN(c2nc(Cl)nc(Nc3ccc([N+](=O)[O-])cc3)n2)CC1	0.0%	i	/	7%	6%	-1.9	-21%	-1%	-2%
7	CCN1CCN(c2ncc3c(n2)CCN(Cc2ccc(Br)s2)C3)CC1	7.0%	/	?	-18%	/	/	63%[activator]	0%	/
8	O=c1n(Cc2ccccc2Cl)nc2n1-c1ccccc1SC2	6.9%	i	i	-7%	?	0.1	-11%	-9%	2%
9	COc1ccc(S(=O)(=O)N(Cc2cccnc2)Cc2cc3ccccc3[nH]c2=O)cc1	1.0%	i	i	5%	3%	1.9	7%	8%	0%
10	COc1ccc(OC)c(S(=O)(=O)NCCCN2CCOCC2)c1	0.4%	i	i	-17%	1%	-2.2	4%	1%	-3%
11	COc1ccc(C)cc1N(CC(=O)NCCN1CCOCC1)S(=O)(=O)c1ccccc1	0.0%	i	i	-1%	21%	-1.1	2%	-8%	-2%
12	O=C(COc1ccc([N+](=O)[O-])cc1)Nn1cnnc1	-0.6%	i	i	-3%	5%	-0.8	8%	7%	1%
13	O=C(Nc1ccc2nsnc2c1)NC1CCCCC1	3.5%	i	i	-2%	18%	-3.7	2%	-2%	-5%
14	CC(C)(C)C(=O)Nc1ncccc1C(O)c1cccc(C(F)(F)F)c1 (configuration not stated)	-2.1%	i	i	-7%	1%	-1.4	-5%	4%	2%
15	COc1ccc(CNS(=O)(=O)c2cc3c4c(c2)CCN4C(=O)CC3)cc1	-0.2%&0.9%	i	i	0%&-2%	-10%	2.3	-19%&1%	0%&19%	0%
16	C=Cn1cc(CNC[C@H]2O[C@@H](n3ccc(N)nc3=O)[C@H](O)[C@@H]2O)c(C)n1	-1.0%	i	i	-62%	/	0.6	?	/	/
17	CCOC(=O)c1ccc(-c2ccc3ncnc(N(C)Cc4sccc4C)c3c2)o1	4.2%	/	?	-19%	/	/	?	/	/
18	CN(C)c1ccc(-c2noc(C3CC(=O)N(c4ccc5c(c4)OCCO5)C3)n2)cc1 (configuration not stated)	-0.8%	/	i	-10%	7%	/	17%	-8%	/
19	COc1ccc(Cl)cc1C(=O)NNC(=S)NC(=O)/C=C/c1ccco1	?	i	?	-10%	?	0.5	-12%	-19%	-2%
20	Cc1ccc2nc(-c3ccccc3)nn2c1	0.5%	i	i	-27%	?	-2.0	25%	0%	/

The list goes on:
item	compound	Nrf2 ARE act	Akt phos inh	ATXN viability	HepG2 viability	Nrf2 block	CCT chaperon mod	TGFb inhibitor	A549 viability	MmCpn inh
21	C=CCOC(=O)C1=C(C)NC(=O)NC1c1ccc(OCC)cc1 (configuration not stated)	0.3%	i	i	-2%	-18%	1.0	-3%	0%	-1%
22	O=C(c1ccc(Cl)cc1)N1C2C=CC(C2)C1(C(F)(F)F)C(F)(F)F (configuration not stated)	0.3%	i	i	-1%	10%	0.4	-4%	-4%	1%
23	CCOC(=O)C1CCCN(C(=O)c2ccc3c(c2)NC(=O)C(N2CCOCC2)S3)C1 (configuration not stated)	0.4%	i	i	-23%	?	-1.6	-16%	-9%	0%
24	COc1ccc(C(C)=O)cc1COC(=O)c1cccnc1SC	-0.4%	i	i	-9%	-11%	1.7	1%	1%	-6%
25	COc1ccccc1C1=NC(c2ccc(C)cc2)N=C1C (configuration not stated)	3.6%	i	i	-7%	?	-2.0	?	-2%	2%
26	C=CCOn1c(C)c(C(C)=O)c2c3no[n+]([O-])c3ccc21	0.0%	i	i	-7%	-16%	1.9	31%[activator]	-12%	-1%
27	CC(=O)c1cc(CN2CCC(n3nccc3NC(=O)c3ccccc3C)CC2)cs1	-0.4%	i	i	0%	?	-0.8	?	0%	-17%
28	CCCCCCOC(=O)CCc1c(C)nc(N)[nH]c1=O	-1.3%	i	i	-9%	-7%	-0.2	3%	-11%	-1%
29	Cc1cc(C)c(S(=O)(=O)NCCc2sc3nc(-c4ccc(F)cc4)nn3c2C)c(C)c1	-2.0%	/	/	-50%	/	/	11µM*	-24%	/
30	CCOC(=O)CNC(=O)CSc1nc2cccnc2n1Cc1ccccc1	-0.7%	i	i	-19%	1%	-1.9	1%	-1%	-4%
31	O=C(NCc1ccco1)/C(=C/c1ccco1)NC(=O)c1ccc(Br)o1	16%	i	?	-3%	15%	0.1	9%	-2%	-5%
32	COc1ccccc1CNC(=O)COc1ccc(C)cc1	-0.5%	i	i	-2%	-11%	0.0	0%	2%	0%
33	CCOc1ccc(C(=O)NCC(=O)NCCCn2nc(C)cc2C)cc1OCC	-0.3%	i	i	-23%	0%	1.0	-20%	0%	-1%
34	c1cncc(-c2nc3ccccc3[nH]2)c1	3.3%	i	i	0%	13%	1.0	6%	-3%	2%&0%
35	Cc1cc(NC(=O)C2CC2)ncc1NC(=O)C12CC3CC(CC(C3)C1)C2	0.1%	i	i	-1%	1%	-1.4	-6%	-4%	1%
36	CCCCN(Cc1cc2ccccc2[nH]c1=O)S(C)(=O)=O	0.0%	i	?	3%	-20%	0.0	0%	0%	-1%
37	Cc1ccc(S(=O)(=O)N2CCC3(CC2)OCCN3S(=O)(=O)c2c(C)cc(C)cc2C)cc1	0.1%	i	i	-18%	1%	3.0	8%	-3%	-1%
38	CN(C)c1ccc(CN(C(=O)c2ccccc2Br)C2CCS(=O)(=O)C2)cc1 (configuration not stated)	0.5%	/	i	0%	10%	-1.7	1%	6%	-1%
39	C=CCNC(=O)c1c(CSc2ccccc2)noc1C(=O)NCc1ccccc1	0.1%	i	i	-16%	-12%	0.3	0%	7%	1%
40	COc1cc2c3c(c1OC)-c1cc4c(cc1CC3(C#N)N(C(=O)c1ccccc1)CC2)OCO4 (configuration not stated)	3.1%	i	i	3%	-9%	0.6	-1%	-7%	/

Next part
item	compound	Nrf2 ARE act	Akt phos inh	ATXN viability	HepG2 viability	Nrf2 block	CCT chaperon mod	TGFb inhibitor	A549 viability	MmCpn inh
41	CCNC(=S)N1CCc2cc(OC)c(OC)cc2C1COc1ccccc1OC (configuration not stated)	-0.1%	i	i	2%	7%	-0.2	8%	-10%	-2%
42	O=C(C[n+]1cc(Br)cc2ccccc21)c1ccc(F)cc1	8.2%	i	i	-26%&-28%	-24%	1.0	-22%&-27%	0%	?
43	CCOc1ccc(S(=O)(=O)Nc2cc(Cl)ccc2O)cc1	4.8%	i	i	-38%	/	0.3	?	8%	1%
44	CN1CC(=O)N/C1=N\C(=O)Nc1ccc(O)cc1	-0.6%	i	?	-10%	0%	-4.2	-10%	-1%	-4%
45	CCc1ccc(-n2c(=O)c3c4c(sc3n(CC(=O)NCCCOC)c2=O)CCC4)cc1	-0.2%	/	i	-1%	18%	/	0%	1%	/
46	N#CCC(=O)Nc1ccc(C(=O)NCC(c2ccco2)N2CCCCC2)cc1 (configuration not stated)	-0.2%	i	i	10%	6%	-0.3	10%	6%	0%
47	CSc1nc(-c2ccco2)nn1C(=O)Cc1ccccc1	0.0%	i	i	-30%	-6%	-4.8	-8%	2%	2%
48	CC(C)(C)C(=O)N1CCN(c2ccc([N+](=O)[O-])cc2-n2cccc2)CC1	-0.3%	i	i	-14%	-12%	0.8	1%	-7%	1%
49	CCc1ccc(-c2[nH]nc3nc(-c4ccc(OC)cc4)cc(C(=O)NCCc4ccc(OC)c(OC)c4)c23)cc1	3.0%	/	i	-62%	/	/	10µM*	-10%	/
50	CC(=O)Nc1nc(C)c(-c2csc(Nc3ccc(O)cc3)n2)s1	?	i	?	-10%	?	-0.9	0%	/	-9%
51	C=CCn1c(Cc2nc3ccc(Cl)cc3[nH]2)n[nH]c1=S	2.8%	i	i	-18%	7%	1.6	12%	-10%	1%
52	O=S(=O)(NCC1NCCc2ccccc21)c1ccccc1 (configuration not stated)	2.2%	i	i	-23%	0%	-1.6	-13%	-7%	0%
53	COC(=O)c1ccc(S(=O)(=O)N2CCCN(Cc3cccc(Br)c3F)CC2)n1C	2.5%	i	i	-18%	?	-3.1	?	9%	1%

Record cards, as listed above. Order of screens: Nrf2 ARE act | Akt phos inh | ATXN viability | HepG2 viability | Nrf2 block | CCT chaperon mod | TGFb inhibitor | A549 viability | MmCpn inh
`CC(C)(C)C(=O)N1CCN(c2ccc([N+](=O)[O-])cc2-n2cccc2)CC1` across the screens: -0.3% | i | i | -14% | -12% | 0.8 | 1% | -7% | 1%
`O=C(CN1C(=O)NC2(CCCCCC2)C1=O)N1CCC(Cc2ccccc2)CC1` across the screens: 0.4% | i | i | -41% | -30% | -0.2 | 3% | 9% | 3%
